Source: PubChem BioAssay
ABCB6 inh 2: ABCB6 transporter inhibitors, primary screen, K562-ABCB6 cells, flow cytometry, MLPCN library. ATP-binding cassette sub-family B member 6 (Homo sapiens), Q9NP58. K562-ABCB6 porphyrin accumulation, 1 h; hits give low values. fluorescence ratio to DMSO, % at 10 µM. actives 0.19% (n = 360,000);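 active = fluorescence ratio to DMSO below 75%, the collection mean minus 3 SD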;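 also: signal is porphyrin accumulated inside mitochondria; 100% equals median channel fluorescence of DMSO control wells; lower ratio means ABCB6 inhibition with less porphyrin fluorescence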
Target sequence (Q9NP58 whole entry, looked up): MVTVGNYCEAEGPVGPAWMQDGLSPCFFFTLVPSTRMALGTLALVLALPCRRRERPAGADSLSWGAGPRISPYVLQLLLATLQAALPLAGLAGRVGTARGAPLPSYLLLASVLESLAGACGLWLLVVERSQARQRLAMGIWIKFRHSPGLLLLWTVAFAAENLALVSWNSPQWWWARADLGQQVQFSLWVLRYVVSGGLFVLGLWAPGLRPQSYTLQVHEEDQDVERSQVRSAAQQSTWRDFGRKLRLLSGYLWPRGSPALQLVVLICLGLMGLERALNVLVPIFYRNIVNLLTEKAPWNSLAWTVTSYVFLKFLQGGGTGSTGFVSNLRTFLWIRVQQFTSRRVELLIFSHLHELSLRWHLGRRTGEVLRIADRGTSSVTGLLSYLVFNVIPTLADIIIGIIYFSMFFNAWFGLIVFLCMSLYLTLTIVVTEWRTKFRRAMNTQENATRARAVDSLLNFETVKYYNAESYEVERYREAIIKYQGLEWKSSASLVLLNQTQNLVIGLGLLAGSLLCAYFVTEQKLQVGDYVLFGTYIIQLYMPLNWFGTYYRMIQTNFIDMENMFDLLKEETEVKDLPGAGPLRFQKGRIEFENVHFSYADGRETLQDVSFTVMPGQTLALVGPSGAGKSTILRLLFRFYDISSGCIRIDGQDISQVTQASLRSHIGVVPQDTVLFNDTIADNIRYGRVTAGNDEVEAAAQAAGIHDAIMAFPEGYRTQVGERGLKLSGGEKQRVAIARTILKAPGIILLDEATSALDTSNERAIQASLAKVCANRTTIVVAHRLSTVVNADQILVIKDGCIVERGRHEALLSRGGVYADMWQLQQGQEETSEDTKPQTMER
ABHD5 PLIN5 PPI: ABHD5-PLIN5 interaction inhibitors, primary screen, cell lysate, split luciferase complementation, luminescence | Split G. princeps luciferase complementation, 4 h | actives 0.78% (n = 360,000) | Perilipin-5 (Homo sapiens) + 1-acylglycerol-3-phosphate O-acyltransferase ABHD5 (Homo … | AID 602281, 2012 | inhibition, % at 4 µM;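 active = inhibition above the mean inhibition across every tested compound plus 3 SD, cut at about 22% in these data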;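 also: 0% = DMSO only wells and the 100% control is not disclosed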
Glyco luc inh: increase of ERlucT glycosylation luciferase signal, primary screen, N-linked glycosylation inhibitor project, D54 ERlucT cells, luminescence, set 2. reporter increase, % at 12.5 µM. D54 ERlucT glycosylation luciferase reporter, 24 h; percent of 100 nM tunicamycin response. actives 0.23% (n = 360,000);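 active = mean luciferase reporter signal, scaled so untreated is 0 and the glycosylation-blocking control 100, at or above a set limit in every replicate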;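 also: luciferase carries N-glycosylation sites so blocking glycosylation raises the light; 0% = median of neutral control wells and 100% = median of 100 nM tunicamycin wells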
MC4R antagonist: MC4R antagonists of cAMP signaling, primary screen, cell-based, TR-FRET, antagonist arm of biased-ligand search; Melanocortin receptor 4 (Homo sapiens), P32245; MC4R-expressing cells, MTII-stimulated cAMP, LANCE TR-FRET; inhibition, % at 6.5 µM; actives 0.48% (n = 360,000); AID 540295, 2011;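 active = inhibition above its plate's cutoff, the mean of tested wells on that plate plus 3 SD, cut at about 29% in these data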;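 also: 0% = Melanotan II alone and 100% = Melanotan II plus saturating MCL0020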
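Test system: U2OS cells stably expressing human melanocortin 4 receptor (MC4R); also added: Melanotan II challenge; compound: 6.5 µM single dose; timing: 30-min compound preincubation, 1-h Melanotan II challenge, 1-h detection, room temperature; signal: Eu-cAMP/anti-cAMP TR-FRET, emission 671 nm; repeats: one well per compound, no replicates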
iPSC survival up: enhancers of single-cell hiPSC survival, primary screen, ATPlite luminescence; survival enhancement, % at 20 µM; actives 0.044% (n = 360,000); 100% = ROCK inhibitor wells, 0% = DMSO; AID 602274, 2012; in the data active = survival enhancement above about 18%;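 also: cells exposed to compounds for 16 hours before the ATP read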
Cardio protect: cardioprotection against H2O2-induced cell death, primary screen, uHTS, H9c2 cells, ATPLite luminescence; H9c2 cardiomyocytes, H2O2 injury protection, 2 h; actives 0.63% (n = 360,000); AID 588492, 2011; protection from H2O2 cell death, % at 20 µM;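 active = compounds giving at least 50% protection of heart cells from peroxide-induced death in the single-dose screen, raw or plate-pattern-corrected value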;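 also: 0% = DMSO wells with peroxide and 100% = DMSO wells without peroxide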
m5-HT2A agonist: mouse Htr2a agonists via beta-arrestin recruitment, primary screen, cell-based, luminescence; CHO-K1 mHTR2A beta-arrestin complementation; percent of 30 µM serotonin response; actives 0.66% (n = 360,000); activation, % at 7.6 µM; 5-hydroxytryptamine receptor 2A (Mus musculus), P35363;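 active = activation above a run cutoff, the mean activation of all tested compounds plus 3 SD, cut at about 14% in these data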;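 also: 0% = plate median of compound wells and 100% = 30 µM serotonin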
aDG glyco act: activators of alpha-DG glycosylation, primary screen, uHTS, Pro5-aDG cells, AlphaScreen | alpha-DG glycosylation AlphaScreen (IIH6); 0% Pro5, 100% B10-LARGE cell signal | activation, % at 10 µM | actives 0.22% (n = 360,000);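 active = activation of at least 8% versus controls, or a plate z-score of at least 8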;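 also: Pro5 are CHO cells carrying HIG-tagged alpha-DG that lacks glycosylation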
MC4R barr agon: MC4R agonists recruiting beta-arrestin, primary screen, cell-based, luminescence, agonist arm of biased-ligand search | Melanocortin receptor 4 (Homo sapiens), P32245 | U2OS MC4R beta-arrestin complementation; percent of melanotan II response, DMSO zero | activation, % at 8.9 µM | actives 0.98% (n = 360,000) | AID 540308, 2011;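 active = activation above a per-plate cutoff, the mean activation of sample wells on that plate plus 3 SD, cut at about 8% in these data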
Exocytosis inh: LAMP-1 surface exposure blockers, TALL-104 cells – cell-based, flow cytometry, MLPCN library, primary screen | actives 0.66% (n = 360,000) | inhibition, % at 10 µM | TALL-104 LAMP-1 surface exposure; cells stimulated with thapsigargin and PMA;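 active = inhibition above about 55%, limit read from the data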
* = called active by the depositor. The order is random. Share with any hit: about 4.5%.

SMILES	ABCB6 inh 2	ABHD5 PLIN5 PPI	Glyco luc inh	MC4R antagonist	iPSC survival up	Cardio protect	m5-HT2A agonist	aDG glyco act	MC4R barr agon	Exocytosis inh
CC(=O)N1CCN(C(=O)COC(=O)/C=C/c2ccc(C(F)(F)F)cc2)CC1	101	-15	3	-1	1.0	-2	0	0.4	0.5	-14
COc1ccccc1C(=O)ON=C1c2ccccc2-c2ccccc21	98	-1	-1	15	0.9	2	-6	-0.3	3.3	-4
Cc1cccc(NC(=O)CN2CCN(C(=O)c3cc(C4CC4)nn3-c3ccccc3)CC2)c1C	90	7	1	5	-2.0	1	4	-0.4	1.4	0
CCCC(=O)Nc1nnc(CCN2CCCCC2)s1	97	2	-1	3	-0.1	1	4	0.2	-0.7	-3
Cc1cc(S(=O)(=O)N2CCN(c3ccccc3C)CC2)ccc1F	91	-2	-4	-2	0.2	-18	3	0.0	-0.3	-1
O=C(Nc1cccc(NC(=O)c2ccccc2Cl)c1)c1ccc([N+](=O)[O-])o1	100	-10	-17	-14	-0.7	-11	-6	0.3	-2.2	-7
CCC(Sc1nc2ccccc2c(=O)[nH]1)C(=O)O (stereo not drawn)	104	-3	0	0	-1.4	-5	2	-0.1	-0.7	31
CS(=O)(=O)N(CCc1ccccc1)CC(=O)Nc1ccc(Br)cc1F	98	-5	-1	10	-0.6	-3	0	0.0	-0.1	-2
O=C(NCC1CCCO1)C(=Cc1cccc([N+](=O)[O-])c1)C(=O)NCC1CCCO1 (stereo not drawn)	102	3	-4	11	-2.2	-1	-1	1.3	-3.2	-2
CC(C)n1cc(CN2CCCC(CO)(Cc3cccc(Cl)c3)C2)cn1 (stereo not drawn)	100	1	-1	-10	1.7	8	1	-0.1	-1.1	-5
O=[N+]([O-])c1ccccc1CCc1ccccc1[N+](=O)[O-]	96	-1	0	1	-1.3	-2	-4	-0.2	0.1	-2
Cc1ccc2c(c1)c1nnc(SCC(=O)N3CCN(c4ccc(F)cc4)CC3)nc1n2CC(=O)O	105	-3	0	5	-1.1	-6	9	-0.1	3.2	9

4 compounds picked at random from the list so far:
SMILES	ABCB6 inh 2	ABHD5 PLIN5 PPI	Glyco luc inh	MC4R antagonist	iPSC survival up	Cardio protect	m5-HT2A agonist	aDG glyco act	MC4R barr agon	Exocytosis inh
CC(=O)N1CCN(C(=O)COC(=O)/C=C/c2ccc(C(F)(F)F)cc2)CC1	101	-15	3	-1	1.0	-2	0	0.4	0.5	-14
Cc1cc(S(=O)(=O)N2CCN(c3ccccc3C)CC2)ccc1F	91	-2	-4	-2	0.2	-18	3	0.0	-0.3	-1
O=C(Nc1cccc(NC(=O)c2ccccc2Cl)c1)c1ccc([N+](=O)[O-])o1	100	-10	-17	-14	-0.7	-11	-6	0.3	-2.2	-7
CS(=O)(=O)N(CCc1ccccc1)CC(=O)Nc1ccc(Br)cc1F	98	-5	-1	10	-0.6	-3	0	0.0	-0.1	-2

Next compounds.
SMILES	ABCB6 inh 2	ABHD5 PLIN5 PPI	Glyco luc inh	MC4R antagonist	iPSC survival up	Cardio protect	m5-HT2A agonist	aDG glyco act	MC4R barr agon	Exocytosis inh
COc1ccccc1C(=O)NC(=S)Nc1ccc(N2CCOCC2)cc1	110	-8	-2	9	-2.0	-5	2	-0.5	0.1	0
CC(=O)c1c(C(C)=O)c(C)n(Cc2ccc(Cl)cc2)c1C	96	4	0	7	2.2	0	1	1.1	0.2	4
CCc1ccc(OCC(=O)NC(=S)Nc2ccc(S(=O)(=O)NC3CCCCC3)cc2)cc1	100	0	-2	-9	-1.9	-26	1	0.7	8.3*	2
COC(=O)c1ccccc1NC(=O)CN(c1ccc(OC)cc1)S(C)(=O)=O	97	-1	6	18	5.5	5	-2	-0.2	-1.7	-1
CCn1cc(C(=O)NC(C)C2CC3CCC2C3)cn1 (stereo not drawn)	101	-4	3	9	-0.2	3	-5	0.0	0.6	2
CCOC(=O)CCCCCC(=O)Nc1ccc2c(c1)C(=O)N([C@H](C)CO)C[C@H](C)[C@@H](CN(C)C(=O)Nc1ccccc1)OCCCC[C@@H](C)O2	99	-4	0	3	-1.9	4	1	0.3	0.0	-2
Cc1cccc(NC(=O)c2sc3nc(-c4ccc(F)cc4)cn3c2C)n1	101	-8	-9	14	1.2	2	-1	1.2	12*	1
COc1ccc(-n2c(SCC(=O)NCc3cccs3)nnc2-c2ccoc2C)cc1	97	7	0	7	-1.7	8	-2	0.1	-1.6	2
CC1c2cc3c(cc2CCN1C(=O)c1ccc(Br)cc1)OCCCO3 (stereo not drawn)	95	-9	18	-14	-0.4	-6	-3	0.1	-4.5	0
COC(=O)CSc1ccccc1C(=O)OC	95	3	2	-1	3.9	5	-4	0.0	-0.8	-2
COCCCn1c(SCC(=O)Nc2ccc(NC(=O)c3ccco3)c(OC)c2)nc2ccccc2c1=O	102	1	1	7	0.0	18	7	-0.2	-0.9	0
COC1(C)CC2C(CC1OC(=O)c1cc([N+](=O)[O-])cc([N+](=O)[O-])c1)C2(C)C (stereo not drawn)	103	-3	4	13	1.1	-10	2	0.3	3.4	0
COc1ccc(C2/C(=C(/O)c3ccc4c(c3)CC(C)O4)C(=O)C(=O)N2Cc2cccnc2)cc1 (stereo not drawn)	108	-15	1	14	-0.6	1	5	0.1	-1.3	-4
O=C(Nc1ccc(OCc2ccccc2)cc1)Nc1nnc([C@@H]2C[C@H](O)[C@@H](CO)O2)s1	96	5	0	-2	2.2	-4	0	-0.2	-0.1	-4
COc1ccc(NC(=O)CN(C)S(=O)(=O)c2ccc3c(c2)CC(C)N3C(C)=O)c(OC)c1 (stereo not drawn)	102	0	1	1	0.0	4	10	-0.2	-1.2	-10
Cc1ccc(S(=O)(=O)NCCC(=O)Nc2ncccc2O)cc1C	99	2	1	6	0.9	-3	-2	-0.1	-1.6	-4
CCOC(=O)C1=C(COc2ccccc2)NC(=O)NC1c1ccc(Cl)cc1 (stereo not drawn)	82	-2	-1	-1	-2.0	-8	-2	0.2	2.4	-11
CCOc1ccc(S(=O)(=O)NCCC(=O)OCC(=O)c2ccc(NC(C)=O)cc2)cc1	99	-3	0	1	-0.1	-7	0	0.1	-2.6	-2
O=C(O)c1ccc(CNC(=O)c2ccc3c(c2)OCCO3)cc1	103	5	2	-6	-0.3	-4	3	-0.1	-0.9	-2
COC(=O)C1=C(C)NC(=O)NC1c1ccc(-c2ccc(F)cc2)o1 (stereo not drawn)	106	15	0	6	0.0	-16	-3	-0.1	-1.6	-3
CCOc1cc(NC(=O)C2CCCO2)c(OCC)cc1NC(=O)C1CC1 (stereo not drawn)	92	-1	0	5	-0.5	0	-3	-0.1	1.4	-1
CC(=O)NN1C(=O)c2ccccc2NC1c1cccc([N+](=O)[O-])c1 (stereo not drawn)	94	-7	1	15	0.2	2	0	0.0	0.2	4
COC(=O)[C@]1(C)N[C@H](CN(C)S(=O)(=O)c2ccc(C)cc2)[C@@H]2C(=O)N(Cc3ccccc3)C(=O)[C@@H]21	88	-8	1	4	-1.9	2	-1	0.0	-2.6	-2
Cc1cc(C)nc(SCCS(=O)(=O)Cc2ccc(Cl)cc2)n1	97	2	2	3	0.3	4	-2	-0.2	-1.8	2
COCCN1C(=O)C(=O)/C(=C(/O)c2cccc(OC)c2)C1c1ccc(C)o1 (stereo not drawn)	104	4	1	2	5.6	3	-1	0.1	0.6	0
CCN(CC)C(=O)Nc1ccc(C(=O)OC)cc1	93	-4	1	7	-0.4	0	4	-0.1	-0.9	-2
Cc1ccc(C)c(C2C(=O)c3ccccc3C2=O)c1	101	9	0	12	0.3	6	1	-0.1	-1.4	-3
COC(=O)c1ccccc1NC(=O)CCCn1nc([N+](=O)[O-])cc1C	100	-6	0	0	-0.5	4	2	0.1	-2.5	-1
CC(=O)Nc1cccc(NC(=O)c2cc([N+](=O)[O-])ccc2N2CCCCC2)c1	87	-5	0	-1	0.1	-2	-4	-0.2	-2.4	1
CCOc1ccccc1N(CC(=O)Nc1cccc(OC)c1)S(=O)(=O)c1ccccc1	100	3	-1	20	2.6	-1	-4	-0.1	1.1	-1
COc1ccc(S(=O)(=O)NC2CC3CCC2C3)cc1 (stereo not drawn)	100	4	3	-6	-0.2	2	-2	0.0	-0.4	-5
CCN(c1ccccc1)S(=O)(=O)c1cccc(C(=O)NCc2ccccc2CN2CCOCC2)c1	97	1	-3	4	-0.5	4	-11	0.4	-1.8	-2
COc1ccc(-n2c(C)nc(N)c2C(=O)c2ccccc2)cc1	95	1	-1	-4	0.6	-3	6	0.0	0.4	-23
O=C(c1ccco1)N1CCN(Cc2nnnn2CCc2ccccc2)CC1	96	8	0	5	-0.1	-5	12	0.1	-0.1	-2
O=C(NCc1ccccc1)c1sc(=S)n2c1[nH]c(=O)c1ccccc12	99	4	2	7	-1.9	-17	-1	0.0	-0.4	-4
O=C(OCc1ccco1)c1cccnc1	102	-3	2	7	0.6	4	-1	-0.1	-1.1	-4
Cc1cc(C)cc(NC(=O)C2CCCN(c3nccc(C)n3)C2)c1 (stereo not drawn)	94	5	0	3	-3.0	2	-2	-0.1	0.0	-3
COc1ccc(CNC(=O)c2ccc(CS(=O)c3ccccc3)o2)cc1 (stereo not drawn)	97	-3	-1	16	-0.4	2	1	0.1	-1.7	-1
Cc1cc(NC(=O)c2cc(C(C)C)on2)no1	99	4	0	8	-1.1	1	4	0.1	-0.7	1

MC4R barr agon, hit marks shown above
| smiles | ABCB6 inh 2 | ABHD5 PLIN5 PPI | Glyco luc inh | MC4R antagonist | m5-HT2A agonist | aDG glyco act | MC4R barr agon | Exocytosis inh |
| --- | --- | --- | --- | --- | --- | --- | --- | --- |
| CCc1ccc(OCC(=O)NC(=S)Nc2ccc(S(=O)(=O)NC3CCCCC3)cc2)cc1 | 100 | 0 | -2 | -9 | 1 | 0.7 | 8.3* | 2 |
| Cc1cccc(NC(=O)c2sc3nc(-c4ccc(F)cc4)cn3c2C)n1 | 101 | -8 | -9 | 14 | -1 | 1.2 | 12* | 1 |
